GAA glycogen = alters human alpha-glucosidase cleavage of glycogen | recombinant GAA, glycogen substrate, Amplex Red glucose oxidase fluorescence | Potency, µM (series often up to 76.4 µM), without a hit: at the highest dose activity change, negative = inhibition, hits mostly inhibitors | 0.38% of 300,000 active | AID 2100;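 note: 0% = full enzyme reaction and -100% = no-enzyme basal signal; the screen sought inhibitors and activators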
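Natural-substrate format: glycogen cleavage by 4 nM human enzyme, glucose read by Amplex Red coupling (Ex 573, Em 610 nm). Normalized to enzyme and no-enzyme controls.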
Tau fluor cs = counter-screen for tau fibril formation inhibitors | AID 1463 | tau K18 P301L Alexa594 fluorescence, heparin fibrillization | 0.93% of 280,000 active | Potency, µM (titrated, usually from 57.7 µM), for the others: at the top dose activity change, negative = decrease; note: % is set by controls: 0 for no effect and ±100 for the full control effect; nearly all actives have a fitted effect of over 55% in size
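Human tau K18 P301L (15 uM unlabeled, 0.24 uM Alexa 594-labeled) in 100 mM sodium acetate pH 7 with 20 uM heparin, 6 hr at 37 C. ThT 30 uM added, 1 hr ambient; Alexa 594 FP and total fluorescence read at 555/632 nm.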
NPSR antag = antagonists of human neuropeptide S receptor cAMP signaling | Q6W5P4 | CHO-NPSR cells, cAMP TR-FRET, antagonist mode | 1% of 220,000 active | Potency, µM (highest dose often 38.3 µM), for the others: at the highest dose activity change, negative = inhibition, actives largely listed as inhibitors; note: % is set by controls: 0 for no effect and ±100 for the full control effect; nearly all actives have a fitted effect of over 50% in size; many of its hits are not listed in these tables
Target sequence (Q6W5P4 whole entry, looked up): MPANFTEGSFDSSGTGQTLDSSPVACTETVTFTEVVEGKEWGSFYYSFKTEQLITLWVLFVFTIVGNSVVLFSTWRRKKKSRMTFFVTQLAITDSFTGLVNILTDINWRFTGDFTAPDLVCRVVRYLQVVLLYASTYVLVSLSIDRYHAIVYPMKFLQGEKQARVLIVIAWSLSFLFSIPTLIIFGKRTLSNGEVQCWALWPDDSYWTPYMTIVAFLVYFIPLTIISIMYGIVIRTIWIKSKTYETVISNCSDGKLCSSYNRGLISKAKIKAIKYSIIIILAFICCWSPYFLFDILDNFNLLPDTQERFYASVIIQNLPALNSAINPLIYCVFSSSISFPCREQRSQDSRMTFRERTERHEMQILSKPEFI
aGlu spleen mod = lysosomal alpha-glucosidase (human) modulation; Potency, µM (highest dose often 79.9 µM), inactives show top-dose activity change, negative = inhibition, actives largely listed as inhibitors; 0.006% of 240,000 active; human spleen homogenate, 4-MU-alpha-glucoside fluorescence; AID 2112; P10253;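 note: 0% = enzyme with vehicle and -100% = no enzyme basal signal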
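Enzyme source: human spleen homogenate, 1 ug/well. Buffer 50 mM citric acid/K phosphate pH 5.0, 0.01% Tween-20. 4-MU-alpha-glucoside 1 mM; 37 C x 40 min; NaOH/glycine stop; fluorescence.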
ALDH1A1 block = blocks purified human ALDH1A1 activity; P00352; Purified ALDH1A1, NADH fluorescence, propionaldehyde substrate; Potency, µM (titrated, usually from 75.3 µM), for inactives: top-dose activity, negative = inhibition, most hits filed as inhibitors; 7.3% of 220,000 active; AID 1030; active = well fitted inhibition curve with a large enough effect, not every such curve was filed as active; inconclusive = small, poorly fitted or top-dose-only effect, or another doubt; inactive = no such curve, though single readings can be large or run the other way;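 note: plate controls were no enzyme wells and a reference inhibitor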
Target sequence (P00352 whole entry, looked up): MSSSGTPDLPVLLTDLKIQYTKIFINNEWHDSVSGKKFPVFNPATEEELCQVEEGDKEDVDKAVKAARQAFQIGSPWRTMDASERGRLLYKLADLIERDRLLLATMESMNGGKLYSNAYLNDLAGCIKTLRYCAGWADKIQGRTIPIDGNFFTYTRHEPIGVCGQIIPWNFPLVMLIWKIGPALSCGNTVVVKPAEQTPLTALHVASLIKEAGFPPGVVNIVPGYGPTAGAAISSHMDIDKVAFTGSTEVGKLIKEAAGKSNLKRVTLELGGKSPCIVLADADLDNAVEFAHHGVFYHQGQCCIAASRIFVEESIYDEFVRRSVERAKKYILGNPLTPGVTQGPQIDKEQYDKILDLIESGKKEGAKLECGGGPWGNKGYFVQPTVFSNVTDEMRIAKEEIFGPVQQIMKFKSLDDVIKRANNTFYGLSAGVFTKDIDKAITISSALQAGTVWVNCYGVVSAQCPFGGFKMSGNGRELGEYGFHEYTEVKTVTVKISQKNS
GAA inh = alpha-glucosidase (human) inhibition; P10253; purified human GAA, 4-MU-alpha-glucoside fluorescence; Potency, µM (doses to about 76.9 µM), for inactives: at the top dose activity change, negative = inhibition, hits mostly inhibitors; 0.005% of 200,000 active;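 note: plate controls were uninhibited enzyme wells for no effect and no-enzyme background for full effect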
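Fluorogenic assay: 4 nM human alpha-glucosidase with 400 uM 4-methylumbelliferyl-alpha-D-pyranoside in 50 mM citrate/phosphate, 0.005% Tween-20, pH 5.0, 20 min at room temperature. Compounds tested up to 77 uM; AC50 from Hill fits.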
Epigenetic derep = regulators of epigenetic silencing causing reporter derepression in mouse cells; murine LDR cells, GFP reporter derepression, 30 h; Potency, µM (doses to about 53.9 µM), for the others: at the top dose GFP activation, hits mostly activators; 0.2% of 280,000 active; note: % of control where 0% means no effect; nearly all actives have a fitted effect of over 60% in size
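GFP-positive cell count by laser-scanning cytometry (objects 20–120 um) after 30 h, 37 C compound exposure of murine LDR cells; reporter is CMV-GFP integrated at a silenced locus, inducible by HDAC or DNMT inhibitors.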
aGal spleen mod = alpha-galactosidase A (human) modulation; Potency, µM (series often up to 80 µM), inactives show at the highest dose activity change, negative = inhibition, actives largely listed as inhibitors; human spleen homogenate, 4MU-alpha-Gal fluorescence, 40 min; 0.008% of 240,000 active; AID 2107;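 note: 0% = enzyme with vehicle and -100% = no enzyme basal signal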
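Spleen homogenate 1 ug + cpd (titration) + 4-MU-alpha-D-galactopyranoside 1 mM; 37C 40 min; 50 mM citrate/phosphate pH 5.0, 0.01% Tween-20; stop pH 10; fluorescence 365/440; AC50 via Hill.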
An asterisk follows results filed as active; ? = inconclusive; nt = not tested or not shown; [ ] = remark or other dose. Unless noted, calls come from the whole dose curve; as a rule, active = well fitted curve in the direction sought with a large enough effect; inconclusive = small, poorly fitted or top-dose-only effect, or another doubt; inactive = no such curve, though single readings can be large; an effect the other way counts as inactive or inconclusive. Potency is the fitted concentration of half-maximal effect. Only part of the results is shown. The share of hits here may be higher or lower than overall.

nr	smiles	GAA inh	aGlu spleen mod	ALDH1A1 block	GAA glycogen	NPSR antag	Epigenetic derep	Tau fluor cs	aGal spleen mod
1	CCN(CC)S(=O)(=O)c1ccc(C(=O)NCCSc2c[nH]c3ccccc23)cc1	2.0%	-6.7%	?	-11.5%	1.3%	-0.3%	?	-3.2%
2	CCOC(=O)N1CCC(N2CCCC(C(=O)c3ccc4cc(OC)ccc4c3)C2)CC1 (stereo unspecified)	2.7%	13.0%	?	-4.2%	20.2%	0.0%	-9.3%	2.7%
3	Cn1cc(CN2CCN(c3ccccc3)CC2)c2ccccc21	-0.1%	-2.5%	-1.4%	1.0%	4.1%[46.1 µM]	-0.9%	-11.4%	?
4	COc1ccc(CC(=O)Nc2ccc(-c3csc(C)n3)cc2)cc1	-11.5%	-4.3%	3.2%	-6.0%	-18.3%[46.1 µM]	0.0%	-6.0%	-13.2%
5	COC(=O)c1c(NC(=O)CN2CCC3(O)CCCCC3C2c2ccc(F)cc2)sc(C)c1C (stereo unspecified)	-1.6%	9.3%	25.1µM*	3.2%	-47.2%	-0.8%	-9.4%	2.2%
6	Cc1ccc(C2C3=C(CC(C)(C)CC3=O)Nc3n[nH]c(C)c32)cc1 (stereo unspecified)	8.1%	-3.6%	?	-22.8%	-6.2%[46.1 µM]	-4.0%	-5.3%	5.8%
7	CCN(Cc1ccncc1)Cc1nc(Cc2ccccc2Cl)no1	2.4%	-11.4%	-0.6%	2.6%	-4.2%	-7.0%	-7.8%	-4.6%
8	CCc1nn(C(C)C(=O)NCCc2ccc(OC)c(OC)c2)c(=O)c2cc3occc3n12 (stereo unspecified)	-0.5%	-7.0%	-1.5%	-1.5%	?	0.0%	-2.4%	-1.5%
9	COc1ccc(OCCSc2ncnc3nc[nH]c23)cc1	2.4%	-3.3%	6.8%	-4.5%	-3.8%[46.1 µM]	1.4%	-9.0%	-3.9%
10	CCS(=O)(=O)c1ccc2c(c1)N(S(=O)(=O)c1ccc(OC)cc1)CC(C(=O)O)O2 (stereo unspecified)	-5.5%	-2.3%	?	-2.5%	3.9%[46.1 µM]	2.1%	1.7%	9.3%
11	Cc1ccc(C2C(C#N)=C(N)N(c3cccnc3)C3=C2C(=O)CCC3)c(C)c1 (stereo unspecified)	-0.7%	-10.7%	2.3%	-13.0%	-5.9%	2.7%	-9.5%	-7.7%
12	CCOC1Cc2ccccc2N(C(N)=O)c2ccccc21 (stereo unspecified)	1.7%	-1.5%	-1.7%	5.6%	-4.1%[46.1 µM]	-0.3%	-9.8%	8.5%
13	COCC(=O)Nc1cc(C(=O)OC)cc(C(=O)OC)c1	-1.7%	-5.4%	-1.1%	-0.8%	10.4%	-1.8%	2.9%	-18.3%
14	CC(=O)Nc1cccc(N2C(=O)CC(N3CCC(C(=O)N4CCCCC4)CC3)C2=O)c1 (stereo unspecified)	-0.6%	-3.0%	?	-12.1%	-4.2%[46.1 µM]	1.2%	1.6%	-4.2%
15	O=C(Cc1c(F)cccc1Cl)Nc1ccon1	-2.0%	-1.9%	3.1%	5.5%	-0.1%[46.1 µM]	-1.2%	2.5%	-5.2%
16	COc1ccc(-n2c(SCc3ccc([N+](=O)[O-])cc3)nnc2-c2ccccc2)cc1	?	-6.8%	9.7%	-3.5%	-28.8%	4.8%	-1.6%	-4.1%
17	CC(C(=O)N1CCCCC1)N(C)CC(=O)Nc1ccc(Cl)cc1 (stereo unspecified)	9.3%	-3.9%	?	2.4%	-8.9%	-3.2%	-8.1%	-6.8%
18	O=C(Nc1ccccc1N1CCN(C(=O)c2ccccc2)CC1)c1cccc(Cl)c1	nt	1.7%	nt	-4.2%	-57.9%	0.6%	-10.5%	4.5%
19	COc1cccc(-c2nc(CSCC(=O)NCC3CCCO3)c(C)o2)c1 (stereo unspecified)	-4.3%	-4.8%	-5.6%	-9.5%	3.6%[46.1 µM]	-1.1%	-5.9%	0.2%
20	CCOc1cc(C(=O)Nc2ccc(F)cc2)cc(Br)c1OC	-10.7%	-5.7%	4.7%	7.7%	-15.2%	-1.0%	-26.3%	-9.0%
21	O=C(CCc1ccc(S(=O)(=O)NCCc2ccccc2)cc1)Nc1ccc2c(c1)OCO2	-4.0%	2.6%	-4.6%	-0.3%	-14.9%[46.1 µM]	-0.1%	?	6.0%
22	COc1ccccc1OCCC(=O)OCC(=O)Nc1ncc(Cl)cc1Cl	-8.3%	-2.8%	-12.6%	-1.8%	-12.7%[46.1 µM]	3.1%	-7.0%	6.6%
23	CCC(C)N1C(=O)S/C(=C/c2ccc(Sc3nc4ccccc4[nH]3)o2)C1=O (stereo unspecified)	-15.4%	-4.5%	?	-5.6%	20.5%[46.1 µM]	2.4%	-29.2%	?
24	COc1ccc(C2CC(=O)C(C=NCCCN3CCOCC3)=C(O)C2)cc1 (stereo unspecified)	-10.6%	8.3%	-13.7%	2.9%	-14.0%[46.1 µM]	0.0%	-1.3%	5.8%
25	O=C(Cn1cnc2cc([N+](=O)[O-])ccc2c1=O)NCCc1ccc(Cl)cc1	?	-4.0%	?	5.7%	1.0%	-1.9%[10.1 µM]	-19.5%	0.6%
26	CCSc1nc2sc3c(c2c(=O)n1-c1ccc(OC)cc1)CCN(C)C3	-19.0%	-7.7%	?	19.4%	31.0%	4.0%	-25.3%	-7.3%
27	CC(C)CNC(=O)c1ccc(NC(=O)c2ccccc2[N+](=O)[O-])cc1	6.4%	0.3%	-1.0%	0.0%	10.5%	1.1%	0.6%	-18.1%
28	Cn1c2c(c(=O)n(C)c1=O)CN(Cc1ccc3c(c1)OCO3)CN2	6.0%	-7.6%	10.1%	-1.5%	3.6%[46.1 µM]	0.9%	16.6%	-5.7%
29	CCCc1cc(-c2[nH]ncc2-c2ccc3c(c2)OCCCO3)c(O)cc1O	-9.0%	-12.8%	?	?	?	1.6%	10µM*[quencher]	-14.3%
30	O=C(COC(=O)c1ccccc1Cl)Nc1nccs1	4.7%	-0.8%	5.8%	-0.2%	-4.9%[46.1 µM]	-1.1%	-12.4%	-2.3%
31	Cc1ccc(C(=O)/C=C/c2ccc(F)cc2)o1	-6.7%	-1.2%	-6.4%	-4.3%	-12.6%	3.4%	-5.2%	3.9%
32	COC(=O)C1CC(O)CN1C(=O)Nc1cccc(C(F)(F)F)c1 (stereo unspecified)	2.3%	-3.5%	-4.4%	-5.0%	21.3%	0.0%	4.5%	0.1%
33	COCCCNC(=O)c1ccccc1NS(C)(=O)=O	5.3%	-7.3%	?	1.8%	-2.3%[46.1 µM]	-1.1%	-1.5%	3.2%
34	Cc1cccc2nc(Cn3c(=O)n(CCCC(=O)NCc4ccco4)c(=O)c4ccccc43)cc(=O)n12	-0.1%	-1.7%	20µM*	-8.1%	3.8%	1.9%	-12.2%	-3.1%
35	CC(=O)Nc1ccc(S(=O)(=O)NCCc2cc3c(C)ccc(C)c3[nH]c2=O)cc1	-2.7%	6.2%	-5.1%	0.9%	-0.5%[46.1 µM]	0.0%	-0.1%	3.1%
36	CCCC(=O)NCCCc1nc2ccccc2[nH]1	-7.5%	8.1%	3.7%	1.3%	6.9%[46.1 µM]	0.0%	4.7%	2.9%
37	Cc1ccc(S(=O)(=O)n2nc(-n3c(C)ccc3C)c3c(F)cccc32)c2ccccc12	nt	-4.1%	nt	6.0%	-34.9%	-1.1%	-6.1%	1.5%
38	O=C(NCCC1=CCCCC1)C1CCN(S(=O)(=O)c2ccccc2)CC1	-7.0%	-13.6%	?	-12.6%	2.6%	-1.9%[10.1 µM]	-4.1%	-9.7%
39	O=[N+]([O-])c1ccc(-n2nnnc2-c2ccccc2)cc1	3.2%	0.2%	1.0%	4.0%	3.1%	0.0%	-4.1%	-0.6%
40	CC1CCCN(C/C(O)=C(\C#N)c2nc3ccccc3[nH]2)C1 (stereo unspecified)	1.7%	0.0%	-0.3%	7.6%	-4.9%[46.1 µM]	0.0%	9.0%	-3.6%
41	Cc1nc2ccccc2c(=O)n1NC(=O)Cc1ccc(Br)cc1	-7.6%	-1.7%	3.5%	3.7%	-9.5%[46.1 µM]	-1.4%	1.1%	-5.5%
42	O=C(CN1CCOCC1)N(c1ccccc1)c1ccc2ccccc2c1	-13.2%	5.1%	?	-0.9%	2.6%[46.1 µM]	-1.4%	6.4%	6.9%
43	O=[N+]([O-])c1cccc(/C=N/N2CCN(Cc3ccccc3)CC2)c1	0.7%	2.8%	-3.1%	-25.8%	11.2%	-0.9%	-21.4%	-1.9%
44	O=C1CN(C(=O)CN2CCOCC2)C(c2ccccc2)c2cc(Br)ccc2N1 (stereo unspecified)	1.5%	2.7%	-8.1%	-6.3%	-3.8%[46.1 µM]	5.7%	-4.6%	-0.3%
45	O=C(COC(=O)c1ccc2[nH]c3c(c2c1)CCCC3)Nc1ccccc1Cl	2.1%	-2.1%	?	0.3%	54.7%	-4.6%	-8.2%	4.3%
46	CCc1ccccc1NC(=O)Nc1ccc(F)cc1F	-20.7%	2.5%	1.3%	23.1%	-0.3%	-0.6%	15.6%	-7.6%

Another view of part of the listing above:
27. CC(C)CNC(=O)c1ccc(NC(=O)c2ccccc2[N+](=O)[O-])cc1
  GAA inh: 6.4%
  aGlu spleen mod: 0.3%
  ALDH1A1 block: -1.0%
  GAA glycogen: 0.0%
  NPSR antag: 10.5%
  Epigenetic derep: 1.1%
  Tau fluor cs: 0.6%
  aGal spleen mod: -18.1%

44. O=C1CN(C(=O)CN2CCOCC2)C(c2ccccc2)c2cc(Br)ccc2N1 (stereo unspecified)
  GAA inh: 1.5%
  aGlu spleen mod: 2.7%
  ALDH1A1 block: -8.1%
  GAA glycogen: -6.3%
  NPSR antag: -3.8%[46.1 µM]
  Epigenetic derep: 5.7%
  Tau fluor cs: -4.6%
  aGal spleen mod: -0.3%

43. O=[N+]([O-])c1cccc(/C=N/N2CCN(Cc3ccccc3)CC2)c1
  GAA inh: 0.7%
  aGlu spleen mod: 2.8%
  ALDH1A1 block: -3.1%
  GAA glycogen: -25.8%
  NPSR antag: 11.2%
  Epigenetic derep: -0.9%
  Tau fluor cs: -21.4%
  aGal spleen mod: -1.9%

36. CCCC(=O)NCCCc1nc2ccccc2[nH]1
  GAA inh: -7.5%
  aGlu spleen mod: 8.1%
  ALDH1A1 block: 3.7%
  GAA glycogen: 1.3%
  NPSR antag: 6.9%[46.1 µM]
  Epigenetic derep: 0.0%
  Tau fluor cs: 4.7%
  aGal spleen mod: 2.9%
